Compound activity from PubChem.
PLC-beta3 inh: blocks human PLC-beta3 enzyme activity. Purified PLC-beta3, fluorogenic substrate, fluorescence. AID 720704. inhibition, % at 12.2 µM. 370,000 compounds, 0.18% hits; in the data active = inhibition above about 11%;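 also: 0% = median of compound wells on plate and 100% = full blocker control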
DAX1 inh-1: NR0B1 (DAX1) inhibition; HEK293 Gal4-DAX1 luciferase reporter, luminescence; inhibition, % at 6.75 µM; 340,000 compounds, 0.99% hits; AID 504766;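 active = inhibition above the mean over all tested compounds plus 3 SD, cut at about 4.2% in these data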;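 also: 0% = DAX1-transfected cells with DMSO and 100% = empty-vector control cells with DMSO; inhibition shows as a rise in luminescence from relieved DAX1 repression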
SMARCA2 act: increases SMARCA2 function in MMTV reporter cells | MG213 cells, MMTV-luciferase reporter, dexamethasone, overnight | activation, % at 9.1 µM | 370,000 compounds, 1% hits | AID 652017; in the data active = activation above about 7.8%;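 also: 0% = vehicle wells and 100% = reference activator wells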
MBD2 DNA inh: MBD2-methylated oligo binding inhibition. Q9UBB5. TR-FRET, MBD2 binding to methylated oligonucleotide. inhibition, % at 4.4 µM. 370,000 compounds, 0.31% hits; in the data active = inhibition above about 13%
Target sequence (Q9UBB5 whole entry, looked up): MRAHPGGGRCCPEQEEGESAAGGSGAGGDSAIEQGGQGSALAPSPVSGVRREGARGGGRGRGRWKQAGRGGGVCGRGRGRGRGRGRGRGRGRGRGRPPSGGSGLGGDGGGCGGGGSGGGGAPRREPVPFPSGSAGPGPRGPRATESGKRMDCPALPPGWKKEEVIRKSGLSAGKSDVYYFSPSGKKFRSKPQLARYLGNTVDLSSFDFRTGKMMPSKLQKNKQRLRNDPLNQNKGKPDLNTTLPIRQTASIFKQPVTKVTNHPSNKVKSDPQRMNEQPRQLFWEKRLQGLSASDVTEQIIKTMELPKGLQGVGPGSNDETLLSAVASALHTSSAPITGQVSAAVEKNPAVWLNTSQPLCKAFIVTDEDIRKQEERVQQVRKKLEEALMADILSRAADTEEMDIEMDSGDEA
ADAM17 inh: ADAM17 inhibition, QFRET primary screen; P78536; recombinant ADAM17, EDANS/DABCYL FRET peptide cleavage; inhibition, % at 6.95 µM; 370,000 compounds, 0.83% hits; AID 720648;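 active = inhibition above the mean of compounds lying between control limits plus 3 SD, set per campaign, cut at about 8.5% in these data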;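 also: 0% = DMSO-only wells as the low control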
Target sequence (P78536 215-824 limits assumed): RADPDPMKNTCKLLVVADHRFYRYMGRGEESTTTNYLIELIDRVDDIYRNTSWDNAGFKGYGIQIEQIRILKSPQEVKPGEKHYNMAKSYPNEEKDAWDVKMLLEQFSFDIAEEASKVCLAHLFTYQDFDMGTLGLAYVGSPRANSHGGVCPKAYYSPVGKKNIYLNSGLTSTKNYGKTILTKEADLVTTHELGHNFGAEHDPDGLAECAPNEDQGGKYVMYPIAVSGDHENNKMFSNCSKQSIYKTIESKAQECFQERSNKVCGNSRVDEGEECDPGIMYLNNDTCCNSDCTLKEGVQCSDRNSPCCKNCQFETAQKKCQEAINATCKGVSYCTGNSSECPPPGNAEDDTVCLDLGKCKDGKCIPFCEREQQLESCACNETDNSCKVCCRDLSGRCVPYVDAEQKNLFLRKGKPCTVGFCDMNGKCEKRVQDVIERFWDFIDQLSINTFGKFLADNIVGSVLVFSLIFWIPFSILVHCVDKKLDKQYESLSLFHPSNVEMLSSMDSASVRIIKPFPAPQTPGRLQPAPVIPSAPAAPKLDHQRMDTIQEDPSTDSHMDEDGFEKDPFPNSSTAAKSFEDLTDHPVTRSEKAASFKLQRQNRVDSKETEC
PLCg1 inh: inhibitors of human phospholipase C gamma1; purified PLC-gamma1, fluorogenic substrate, fluorescence; inhibition, % at 12.2 µM; 370,000 compounds, 0.84% hits; AID 720700; in the data active = inhibition above about 9.5%
DAX1 inh-2: blocks DAX1 repression of SF-1 activated StAR promoter. HEK293T StAR-luciferase reporter, SF-1/DAX-1 repression relief. inhibition, % at 6.8 µM. 370,000 compounds, 1.1% hits. AID 652010;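 active = inhibition above the mean over all tested compounds plus 3 SD, cut at about 3.6% in these data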;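 also: 0% = DAX-1 cells with DMSO and 100% = cells lacking DAX-1 with DMSO; higher inhibition means more luminescence from relief of DAX-1 repression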
hgDAF-12 ag: activates the H. glycines DAF-12 receptor ligand-binding domain; 370,000 compounds, 1.8% hits; AID 687014; activation, % at 6.8 µM; HEK293 GAL4-hgDAF12 UAS-luciferase reporter, agonist luminescence; normalized to butyrate control;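 active = activation above a cutoff set at the mean of all screened compounds plus 3 SD, cut at about 10% in these data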;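 also: 0% = DMSO wells and 100% = sodium butyrate wells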
Rev-erbA mod: modulates human Rev-erb alpha binding to DNA | activity, % at 10 µM | 370,000 compounds, 0.79% hits | AID 1259318 | Rev-erbα–FITC-DNA binding, fluorescence polarization, 90 min;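 active = activity above about 14%, limit read from the data; passing the limit was not always enough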;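 also: 0% = DMSO wells with 35 nM protein and 100% = DMSO wells with 750 nM protein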
hcDAF12 agonist: H. contortus DAF-12 activation, primary screen; HEK293 hcDAF-12 lit1-tk-luc reporter, luminescence; 0% DMSO, 100% Δ7-dafachronic acid; activation, % at 6.8 µM; 370,000 compounds, 1.4% hits; AID 652067;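 active = activation above the mean of all tested compounds plus 3 SD, cut at about 5.5% in these data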;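 also: 100% = response to 3 µM Δ7-dafachronic acid high control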
ssDAF12 agonist: activators of S. stercoralis DAF-12 nuclear receptor | HEK293 ssDAF-12/GRIP1 lit1-tk-luc reporter, luminescence; % of 3 µM dafachronic acid response | 370,000 compounds, 1% hits | AID 652126 | activation, % at 6.8 µM;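 active = activation above the mean over all tested compounds plus 3 SD, cut at about 0.9% in these data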;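 also: 0% = DMSO-only wells and 100% = 3 µM delta7-dafachronic acid wells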
Active calls of the source: *; . = not tested or not shown.

1: COc1ccc(S(=O)(=O)N2CCCOC2CNC(=O)C(=O)NCCCn2ccnc2)cc1OC (stereo unspecified)
2: CCOCCCNC(=O)C(c1ccccc1)N(Cc1cccs1)C(=O)CNC(C)=O (stereo unspecified)
3: O=C(CC1CCS(=O)(=O)C1)Nc1ccc[nH]c1=O (stereo unspecified)
4: CC(=O)Oc1ccc(N2C(=O)c3cccc4c([N+](=O)[O-])ccc(c34)C2=O)cc1
5: O=C(Nc1cccc(C2OCCCO2)c1)c1cccs1
6: CN1c2ccsc2/C(=N/Nc2ccccc2)CS1(=O)=O

assay / entry,1,2,3,4,5,6
hgDAF-12 ag,1.4,1.1,-0.5,-0.8,0.9,8.4
DAX1 inh-2,-0.2,0.0,0.7,-0.6,0.3,0.7
MBD2 DNA inh,-1,-4,0,-3,-6,7
PLC-beta3 inh,-1,5,-4,-113,3,-12
ssDAF12 agonist,-0.1,-0.7,-0.8,-1.6,-1.0,0.5
DAX1 inh-1,1.3,0.4,0.5,-0.5,-0.1,-0.4
ADAM17 inh,-2,6,-5,-3,1,-4
SMARCA2 act,0,-5,-4,2,-1,-1
Rev-erbA mod,-2,-1,3,6,0,2
hcDAF12 agonist,-0.1,-1.8,-1.4,-1.5,-0.5,2.3
PLCg1 inh,-2,9,-3,-84,4,-7

7: CCn1c(SCC(=O)N(C)C)nc2cc(S(=O)(=O)N3CCOCC3)ccc21
8: Cc1ccc2c(c1)C(c1ccccc1)N(C(=O)c1ccc3c(c1)OCO3)CC(=O)N2 (stereo unspecified)
9: COc1ccc(C(=O)NCc2nnc(SCC(=O)c3ccccc3)n2C)cc1OC
10: O=C(COC(=O)c1ccc(O)cc1O)Nc1cccc2ccccc12
11: CCc1ccccc1NC(=O)COc1ccc2oc(-c3ccc(OC)cc3)cc(=O)c2c1
12: CC(C)c1ccc(C(CC(=O)O)NC(=O)c2cccs2)cc1 (stereo unspecified)

assay / entry,7,8,9,10,11,12
hgDAF-12 ag,-0.4,-4.7,1.0,-0.3,0.6,-0.7
DAX1 inh-2,-0.2,-1.0,1.4,-2.9,-0.2,-0.1
MBD2 DNA inh,-4,-4,-2,3,-4,1
PLC-beta3 inh,-1,-4,-6,-10,-16,1
ssDAF12 agonist,-0.8,-1.6,-0.6,-1.1,-1.5,-1.1
DAX1 inh-1,-0.6,0.3,-0.2,0.4,0.9,0.4
ADAM17 inh,-1,-2,2,-1,-47,-4
SMARCA2 act,-1,0,1,-1,-3,-3
Rev-erbA mod,2,4,3,4,27*,-2
hcDAF12 agonist,-0.3,-0.4,0.5,-2.1,-0.1,-0.4
PLCg1 inh,0,1,4,1,-13,0

13: C=CCN1C(=O)[C@@H](CC(=O)NCCCOC)[C@]2(C(=O)OCC)CCCCC/C=C/12
14: O=C(CN1CCCCCC1)Nc1ccccc1Oc1ccccc1
15: Cc1noc(C)c1S(=O)(=O)N1CCC(C(=O)O)CC1
16: CN1OC[C@@H]2CN(C(=O)c3cccc4ccccc34)[C@H](c3ccc(N4CCCCC4)cc3)C[C@@H]21
17: COC(=O)c1ccccc1-c1ccc(/C=C2\C(=O)N(c3ccccc3)N=C2c2ccccc2)o1
18: CCn1c2ccccc2c2cc(C=NNC(=O)c3cc(-c4ccc(OC)cc4)n[nH]3)ccc21

assay / entry,13,14,15,16,17,18
hgDAF-12 ag,0.2,-0.4,0.4,-0.3,0.6,-0.4
DAX1 inh-2,0.5,0.7,1.5,-0.8,-0.1,-1.5
MBD2 DNA inh,-1,5,6,0,-4,0
PLC-beta3 inh,1,4,-1,-1,2,-341
ssDAF12 agonist,-1.3,-1.6,-1.4,-0.4,-1.4,-1.5
DAX1 inh-1,.,-0.4,-0.3,.,-0.9,.
ADAM17 inh,0,-1,-2,-3,-1,-35
SMARCA2 act,-4,-1,-1,-2,-1,4
Rev-erbA mod,0,8,-5,5,2,-7
hcDAF12 agonist,0.1,-1.5,2.3,-1.6,-1.2,-2.6
PLCg1 inh,2,1,1,1,0,-238

19: O=C1C=C(c2ccc(Cl)nc2)C[C@@H](c2ccc3c(c2)OCO3)C1
20: COc1ccc(C)cc1NC(=O)COC(=O)c1c(C)nn(-c2ccccc2)c1C
21: CCOC(=O)CN1C(=O)N[C@H](c2ccc(Br)cc2)C(C(C)=O)=C1C
22: CCOC(=O)N1CCN(C(=O)C2CCC(=O)N(CCCc3ccccc3)C2)CC1 (stereo unspecified)
23: CCC(SC1=N/C(=C/c2ccccc2)C(=O)N1c1ccccc1)C(=O)Nc1cc(C)on1 (stereo unspecified)
24: Cc1ccc(OCCNC(=O)[C@H]2O[C@@H](n3cnc4c(N)ncnc43)[C@H](O)[C@@H]2O)cc1C

assay / entry,19,20,21,22,23,24
hgDAF-12 ag,-0.6,-6.6,3.5,-0.8,-0.7,0.8
DAX1 inh-2,0.6,-2.4,-0.4,-0.8,-0.1,0.3
MBD2 DNA inh,1,8,2,-5,10,-1
PLC-beta3 inh,1,-10,-3,-8,4,-1
ssDAF12 agonist,-0.9,-1.8,-0.9,-0.8,-0.8,-0.7
DAX1 inh-1,0.2,-0.8,1.6,0.5,-2.0,.
ADAM17 inh,-2,1,1,-8,-6,-3
SMARCA2 act,2,-6,3,-2,-1,0
Rev-erbA mod,7,1,3,1,-3,6
hcDAF12 agonist,0.5,-3.4,-0.5,-0.7,1.1,-2.5
PLCg1 inh,-1,1,1,-2,-6,2

25: COc1cc2c(cc1OC)C(c1ccc(C(F)(F)F)cc1)CC(=O)N2 (stereo unspecified)
26: OC1(C2(O)CC(c3ccccc3)ON2)CCCCC1 (stereo unspecified)
27: Cc1ccc(-c2n[nH]c(=O)c3ccccc23)cc1S(=O)(=O)NCC1CCCO1 (stereo unspecified)
28: O=c1[nH]c(C(F)(F)F)nc2c1nnn2Cc1ccccc1F
29: CCN1CCN(CC(=O)c2c[nH]c3ccccc23)CC1
30: COc1ccc([N+](=O)[O-])cc1Nc1c2ccccc2nc2ccccc12

assay / entry,25,26,27,28,29,30
hgDAF-12 ag,-0.8,-0.5,1.0,-1.8,-1.8,-3.7
DAX1 inh-2,0.1,-0.4,-0.4,-0.3,1.2,-1.0
MBD2 DNA inh,2,1,3,4,-7,-1
PLC-beta3 inh,-5,2,-2,-2,1,-144
ssDAF12 agonist,-0.5,-1.3,-1.9,-1.3,0.9,-1.7
DAX1 inh-1,1.6,-1.3,-0.3,-0.3,-0.3,-4.2
ADAM17 inh,-1,-3,-3,-2,2,-255
SMARCA2 act,0,-4,-3,-3,-4,-4
Rev-erbA mod,3,3,-5,-3,1,-11
hcDAF12 agonist,1.9,2.8,2.0,-0.5,5.6*,-2.3
PLCg1 inh,0,-1,-3,0,1,-110

31: COC(=O)c1sc(NC(=O)c2c(C)noc2C)nc1C
32: COc1ccc(NC(=O)COC(=O)CN2C(=O)c3ccccc3C2=O)cc1
33: O=S(=O)(Cc1cc(Sc2ccccc2)nc(-c2ccccc2)n1)c1ccccc1
34: CCCNCc1nnc(-c2ccccc2Cl)o1
35: C=CCOc1ccc(/C(O)=C2/C(=O)C(=O)N(CCCn3ccnc3)C2c2ccco2)cc1 (stereo unspecified)
36: COc1cccc(N2CC(NC(=O)c3cccc4ccccc34)CC2=O)c1 (stereo unspecified)

assay / entry,31,32,33,34,35,36
hgDAF-12 ag,1.2,0.1,1.0,3.0,1.1,-2.3
DAX1 inh-2,-0.7,1.8,-0.2,0.1,0.2,-1.7
MBD2 DNA inh,-4,-1,-6,4,-6,-4
PLC-beta3 inh,-11,-9,0,4,-8,-2
ssDAF12 agonist,0.2,-0.5,-1.1,-1.4,-1.2,-1.1
DAX1 inh-1,0.0,0.0,1.5,1.4,0.5,-0.5
ADAM17 inh,-1,-2,-3,-2,-5,-1
SMARCA2 act,0,-1,0,-1,-2,2
Rev-erbA mod,1,0,7,6,1,3
hcDAF12 agonist,0.5,-0.8,0.8,-1.4,-0.8,0.6
PLCg1 inh,-4,-1,2,2,0,-3

37: CCC1(C)N(O)C(C)(C)C(c2ccc(F)cc2)=[N+]1[O-] (stereo unspecified)
38: CCN(CC)S(=O)(=O)c1ccc(NS(=O)(=O)c2ccc(O)c([N+](=O)[O-])c2)cc1
39: Cc1cc(C)n2nc(C(=O)OCC(=O)Nc3ccc(C)c(F)c3)nc2n1
40: C/C(=N\NC(=O)c1cc(C)nc2ccccc12)c1cccc(Cl)c1
41: Cc1nn(C)cc1S(=O)(=O)N1CCN(Cc2ccccc2Cl)CC1
42: CCOc1ccc(-c2cccc(NS(=O)(=O)c3ccccc3[N+](=O)[O-])c2)nn1

assay / entry,37,38,39,40,41,42
hgDAF-12 ag,2.1,3.1,-2.1,3.5,1.8,-0.9
DAX1 inh-2,-0.5,-0.1,-0.6,0.7,-0.2,-0.8
MBD2 DNA inh,-3,1,4,-5,1,3
PLC-beta3 inh,1,1,-5,2,2,1
ssDAF12 agonist,-0.7,-1.5,-1.0,-1.5,-1.8,-0.1
DAX1 inh-1,1.1,-0.9,2.2,-0.8,-1.1,1.1
ADAM17 inh,-5,-3,-3,5,0,-3
SMARCA2 act,0,-2,-3,4,0,-2
Rev-erbA mod,1,-2,-4,1,1,-3
hcDAF12 agonist,0.5,-2.3,0.1,-1.7,-1.4,-0.4
PLCg1 inh,4,2,4,5,-1,8

43: CC(C)N(Cc1nccn1C)C(=O)CC1C(=O)NCCN1Cc1ccc(F)c(F)c1 (stereo unspecified)
44: CN/N=C(\Cc1nc2ccccc2[nH]1)c1ccc([N+](=O)[O-])cc1
45: COc1ccc(NC(=O)CCC(=O)OCC(=O)c2ccc(Oc3ccc([N+](=O)[O-])cc3)cc2)cc1
46: COc1ccc(OC)c(CNC(=O)CCSCc2ccc(F)cc2Cl)c1
47: O=C(Nc1ccc(Br)cc1)c1cccn1-c1ncc(C(F)(F)F)cc1Cl
48: CC/C(=N\NC(=O)Nc1nonc1N)c1ccc(OC)c(OC)c1
49: COC(=O)c1cccc(NC(=O)CSc2nnc(C)n2Cc2ccccc2)c1
50: NS(=O)(=O)c1ccc(CCNC(=O)C(=O)NCC2OCCN2C(=O)c2ccc3c(c2)OCO3)cc1 (stereo unspecified)

assay / entry,43,44,45,46,47,48,49,50
hgDAF-12 ag,0.1,4.5,-0.1,-1.3,-1.6,1.2,0.3,-2.3
DAX1 inh-2,0.9,-0.8,-0.3,0.1,-1.0,0.2,0.4,0.5
MBD2 DNA inh,-6,-1,3,4,-2,0,0,2
PLC-beta3 inh,-22,-16,-3,-6,1,-3,1,-1
ssDAF12 agonist,-1.1,-0.9,-0.9,-1.4,-0.9,-1.3,-0.8,-0.9
DAX1 inh-1,1.2,-0.2,-0.2,0.2,1.3,0.3,1.4,-2.3
ADAM17 inh,-7,2,1,-2,8,2,-1,0
SMARCA2 act,1,3,1,-3,-1,-1,3,1
Rev-erbA mod,1,-2,0,-1,1,4,0,-7
hcDAF12 agonist,1.9,7.0*,-2.2,1.6,-0.5,-1.6,-2.4,0.0
PLCg1 inh,-13,-11,0,0,4,1,2,1
